CHO-K1 Ca PAM = nonselective activator or artifact in parental CHO-K1 calcium assay; ATP EC20, Fluo-8 calcium fluorescence; 0% at ATP EC20, 100% at ATP max; activation, % at 3 µM; 0.02% of 360,000 active;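 active = activation above the run cutoff, the mean activation of all test compounds plus 3 SD, cut at about 40% in these data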;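 also: peak over basal fluorescence ratio in a 140 s read after ATP addition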
M1 ag parental = M1 agonist counterscreen hit in parental CHO-K1 cells; Fluo-8 calcium fluorescence; scaled to maximal ATP response, vehicle zero; activation, % at 3 µM; 0.48% of 360,000 active; in the data active = activation above about 15%;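 also: untransfected CHO-K1 host cells lacking M1 receptor as counterscreen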
TAAR1 antagonist = antagonists of human TAAR1. Q96RJ0. CHO RD-HGA16 TAAR1, Fluo-8 calcium fluorescence, antagonist. inhibition, % at 3 µM. 1.5% of 360,000 active. AID 624466;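 active = inhibition above a per-plate cutoff, the mean inhibition of test compounds on that plate plus 3 SD, cut at about 49% in these data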;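 also: 0% = DMSO plus EC80 beta-PEA response and 100% = DMSO alone without agonist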
Target sequence (Q96RJ0 whole entry, looked up): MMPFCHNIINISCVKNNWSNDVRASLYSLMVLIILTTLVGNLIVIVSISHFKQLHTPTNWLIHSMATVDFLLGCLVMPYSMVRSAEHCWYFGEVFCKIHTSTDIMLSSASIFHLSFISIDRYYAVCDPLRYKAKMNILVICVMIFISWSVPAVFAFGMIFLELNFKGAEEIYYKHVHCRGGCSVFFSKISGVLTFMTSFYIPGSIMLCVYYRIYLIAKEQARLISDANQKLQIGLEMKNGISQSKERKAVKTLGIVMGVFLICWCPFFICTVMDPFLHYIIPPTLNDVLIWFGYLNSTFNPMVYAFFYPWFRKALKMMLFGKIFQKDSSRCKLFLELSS
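Test system – hTAAR1-expressing CHO RD-HGA16 cells, Gα16-coupled · Reagent – β-PEA at EC80 concentration, post-compound challenge · Compound dosing – 3 µM, single point · Timing – 140 s kinetic read after compound, 140 s after agonist · Detection – Fluo-8 intracellular calcium dye fluorescence, real-time kinetic reads · Control set – DMSO and EC80 PEA controls · Repeats – n of 1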
CHRM1 antagonist = human CHRM1 antagonism | P11229 | CHO-K1 hM1, Fluo-8 calcium fluorescence, ACh EC80 antagonist | inhibition, % at 3 µM | 1.3% of 360,000 active | AID 588852;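 active = percent inhibition above its own plate's cutoff, namely the mean of that plate's compound wells plus 3 SD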;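 also: peak over basal fluorescence ratio during 140 s after agonist addition; 0% = ACh EC80 plus DMSO and 100% = DMSO alone without agonist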
Target sequence (P11229 whole entry, looked up): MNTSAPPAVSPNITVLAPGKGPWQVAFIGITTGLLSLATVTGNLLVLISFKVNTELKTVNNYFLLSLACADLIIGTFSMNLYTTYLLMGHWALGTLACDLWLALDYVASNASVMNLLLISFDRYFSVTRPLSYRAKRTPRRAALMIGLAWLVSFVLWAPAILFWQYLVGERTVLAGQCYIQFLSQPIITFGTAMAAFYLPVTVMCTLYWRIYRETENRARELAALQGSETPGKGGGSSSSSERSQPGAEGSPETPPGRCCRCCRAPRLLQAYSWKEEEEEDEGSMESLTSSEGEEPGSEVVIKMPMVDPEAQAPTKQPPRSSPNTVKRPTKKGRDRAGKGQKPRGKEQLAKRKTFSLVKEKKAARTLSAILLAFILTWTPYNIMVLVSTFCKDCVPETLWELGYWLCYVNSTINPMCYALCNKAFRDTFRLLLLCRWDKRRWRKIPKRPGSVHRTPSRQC
TAAR1 agonist = agonists of human TAAR1; Q96RJ0; CHO RD-HGA16 TAAR1, Fluo-8 calcium fluorescence; vehicle wells 0%, saturating PEA agonist 100%; activation, % at 3 µM; 0.99% of 360,000 active;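 active = activation above the mean activation of all test compounds in the run plus 3 SD, cut at about 38% in these data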
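Test system: RD-HGA16 (CHO) cells co-expressing Gα16 and hTAAR1 / Benchmarks: DMSO vehicle as 0%, PEA at EC100 as 100% / Repeats: no replicates (n 1) / Measure: % activation from peak over basal fluorescence ratio, DMSO-to-PEA scaled / Timing: 17-24 h plating, Fluo-8 75 min 37 °C, 30 min RT / Technique: kinetic Fluo-8 calcium fluorescence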
CHO parental Ca = counter-screen for OX1R antagonists: effect in parental CHO cells; 0.63% of 330,000 active; inhibition, % at 5.6 µM; AID 463079; parental CHO-K1, ATP-induced calcium, Fluo-8 fluorescence;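 active = inhibition above that plate's mean sample inhibition plus 3 SD, cut at about 26% in these data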;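 also: 0% = ATP-challenged DMSO wells and 100% = DMSO wells without ATP; some compounds past the cut are filed as inactive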
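Assay system: untransfected parental CHO cell line. Also added: ATP agonist challenge. Dosing: one dose, 5.6 µM nominal. Measured by: Fluo-8 fluorescence. Read-out: % inhibition. Benchmarks: ATP wells versus no-ATP DMSO wells. Repeats: no replicates.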
M1 PAM = human CHRM1 positive allosteric modulation; P11229; CHO-K1 hM1, Fluo-8 calcium fluorescence, ACh EC20; 0% = ACh EC20, 100% = maximal ACh; activation, % at 3 µM; 0.088% of 360,000 active; AID 588819; in the data active = activation above about 19%, passing the limit was not always enough
CHO-K1 Ca antag = M1 antagonist counterscreen hit in parental CHO-K1 cells; ATP-induced calcium, Fluo-8 fluorescence; inhibition, % at 3 µM; 0.6% of 360,000 active;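 active = inhibition above a per-plate cutoff, the plate's mean sample inhibition plus 3 SD, cut at about 24% in these data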;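 also: 0% = DMSO plus EC80 ATP and 100% = DMSO alone without ATP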
CHRM1 agonist = agonists of human M1 muscarinic receptor; P11229; CHO-K1 hM1, Fluo-8 calcium fluorescence, agonist mode; 0% DMSO, 100% acetylcholine EC100; AID 588814; activation, % at 3 µM; 0.33% of 360,000 active;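 active = activation above the run's mean compound activation plus 3 SD, cut at about 16% in these data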;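 also: peak over basal fluorescence ratio within a 140 s kinetic read after compound addition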
* hit, by the source's call; / = not tested or not shown. Outcome played no part in choosing rows; overall some 4.4% were active at least once.

Every second line gives: CHO-K1 Ca PAM	M1 ag parental	TAAR1 antagonist	CHRM1 antagonist	TAAR1 agonist	CHO parental Ca	M1 PAM	CHO-K1 Ca antag	CHRM1 agonist
#1 COc1ccc(C(=O)CSc2nnc3ccccn23)cc1OC
    28	1.2	6	-8	11	-10	5	-27	-5
#2 O=C(Cn1cc2c(n1)CCCCC2)N1CCCCC1
    7	0.5	-21	-6	1	-8	2	0	-2
#3 Cc1cc(Nc2ccccc2)nc(N2CCOCC2)n1
    3	0.1	-17	-12	41*	-8	-6	6	-1
#4 COC(=O)C1CSc2[nH]c(=O)sc2C1c1ccccc1 (stereo not drawn)
    -4	1.4	15	0	16	-12	3	1	-2
#5 CC(C)CC(=O)NC(=S)Nc1nc(-c2ccc(Cl)cc2)cs1
    19	0.6	4	-2	3	-2	4	-3	-7
#6 CC1CN(Cc2cc(=O)[nH]c(C(C)C)n2)CC(C)O1 (stereo not drawn)
    -8	0.1	2	0	5	-1	9	5	2
#7 CCN(C(=O)Cn1cnc2ccccc2c1=O)C1CCS(=O)(=O)C1 (stereo not drawn)
    -21	-0.5	-15	1	3	-2	13	13	7
#8 Cc1ccc(C)c(Nc2c(F)c(F)c(F)c(F)c2C(=O)O)c1
    17	0.1	5	6	17	2	-3	0	-5
#9 COc1ccccc1-c1cc(C(F)(F)F)nc(S(=O)(=O)CCCC(=O)N2CCCCC2C)n1 (stereo not drawn)
    0	0.3	14	-11	8	-24	-1	-6	-5
#10 COC(=O)c1ccccc1NC(=O)C1CC(c2ccc(F)cc2)=NO1 (stereo not drawn)
    22	1.2	8	-2	7	-20	-1	-13	-7
#11 Cc1ccc(S(=O)(=O)N2CCCC2)cc1C(=O)N1CCN(Cc2ccccc2)CC1
    -19	2.1	9	3	-1	-7	1	-22	-7
#12 Cc1nc(C2CC(=O)OC23CCCCC3)cs1 (stereo not drawn)
    7	0.1	4	-10	1	7	7	-15	-4
#13 CCOCCCNC(=O)Cn1cc2c(n1)CCCCC2
    15	0.1	-14	-8	0	-5	1	3	-3
#14 COc1ccccc1CCC(=O)Nc1cccc(S(=O)(=O)N2CCOCC2)c1
    -11	0.5	-18	-11	0	-25	12	0	-5
#15 O=[N+]([O-])c1ccc(C[n+]2cc(-c3ccccc3)n3c2CCCCC3)cc1
    21	0.7	-4	1	7	-4	9	-7	-13

Continued, overlapping the part above by three compounds.
Every second line gives: CHO-K1 Ca PAM	M1 ag parental	TAAR1 antagonist	CHRM1 antagonist	TAAR1 agonist	CHO parental Ca	M1 PAM	CHO-K1 Ca antag	CHRM1 agonist
#13 CCOCCCNC(=O)Cn1cc2c(n1)CCCCC2
    15	0.1	-14	-8	0	-5	1	3	-3
#14 COc1ccccc1CCC(=O)Nc1cccc(S(=O)(=O)N2CCOCC2)c1
    -11	0.5	-18	-11	0	-25	12	0	-5
#15 O=[N+]([O-])c1ccc(C[n+]2cc(-c3ccccc3)n3c2CCCCC3)cc1
    21	0.7	-4	1	7	-4	9	-7	-13
#16 COc1ccc(CCN2CC(C(=O)NCc3cc(C(C)C)no3)CCC2=O)cc1 (stereo not drawn)
    3	0.1	-16	11	0	/	3	-6	0
#17 COc1ccc(NC(=O)c2ccccc2Cl)cc1NC(=O)CN1CCOCC1
    1	1.9	5	-4	9	-18	8	2	0
#18 COc1ccc(C(=O)N(C)Cc2ccc(C)o2)cc1OC1CCN(C(C)=O)CC1
    -1	0.2	-33	4	5	-7	8	6	-1
#19 CC1CC(C)CN(S(=O)(=O)c2ccc3c(c2)oc(=O)n3CC(=O)N(C)Cc2ccccc2)C1 (stereo not drawn)
    0	0.1	-3	10	2	-7	-6	-4	-4
#20 COc1ccc(CN2CSC(=S)N(Cc3ccc(OC)cc3)C2)cc1
    -5	0.1	-36	4	1	-3	-4	6	-6
#21 O=C1c2ccccc2C(O)N1c1ccccc1 (stereo not drawn)
    13	1.2	9	-20	1	9	18	-10	-1
#22 O=C(CCCCCN1C(=O)CCC1=O)Nc1ncn[nH]1
    17	0.7	0	-10	11	8	4	-12	-4
#23 Cc1ccc2c(c1)C1CN(C)CCC1N2C(=O)COc1ccc(N(C)C(=O)C(C)(C)C)cc1 (stereo not drawn)
    -7	0.2	-31	-1	0	-13	3	-13	-7
#24 CCC(C)C(=O)Nc1nnc(SCC(=O)N2C(C)CCCC2C)s1 (stereo not drawn)
    13	0.9	-28	0	3	-12	1	-4	-5
#25 O=C(OCN1C(=O)c2ccccc2C1=O)c1ccccc1
    3	0.6	-16	-12	15	-8	9	-4	-1
#26 COc1ccc(NCc2nnc(SCC(=O)NNC(=O)c3ccc(C)cc3)n2C)cc1
    4	0.0	-8	8	4	-5	-3	1	-5
#27 Cc1nc(SCC(=O)c2cc(C)n(C3CC3)c2C)c2ccccc2n1
    1	2.6	25	4	5	/	-6	0	3
#28 O=C1CCCC(=O)C1C1c2ccccc2CCN1C(=O)CCl (stereo not drawn)
    0	0.8	-14	5	1	-12	4	1	1
#29 C=CCNC(=O)c1c[nH]c2ccc(S(=O)(=O)N(C)c3ccc(OCC)cc3)cc2c1=O
    -3	1.3	40	0	19	-6	3	-13	2
#30 Cc1cc(NC(=S)Nc2ccc(C)c(Cl)c2)n[nH]1
    16	1.5	-2	1	2	2	4	-16	-6
#31 Cc1oc2c(c(C)cc3oc(=O)c(CC(=O)NCCCN4CCCC4=O)c(C)c32)c1C
    16	-0.6	-4	-24	-2	-13	11	1	-13
#32 COC(=O)C1CC(O)C(O)C(O)C1 (stereo not drawn)
    15	0.5	10	-18	0	/	12	-9	1
#33 S=C(NCc1cccnc1)NCc1cccnc1
    1	0.5	-18	-12	1	1	9	-12	-5
#34 N/C(=N\OC(=O)c1ccccc1Cl)c1ccccn1
    -6	0.1	-3	-11	12	-7	8	-2	-4
#35 C=CCC1CCCCC1=C(C#N)c1ccccc1 (stereo not drawn)
    25	-0.1	-1	-22	2	/	10	-15	-6
#36 CCc1ccc(NC(=O)C2CC(=O)N=C(N)S2)cc1 (stereo not drawn)
    12	0.6	-11	-8	11	-12	-1	-6	-2
#37 Cc1ccc(-n2ncc3c(Nc4cccc(C(=O)O)c4)ncnc32)cc1
    17	-0.4	-33	-22	7	-3	20	-9	0
#38 O=c1cc(-c2ccccc2O)nc(-c2ccccc2)[nH]1
    13	5.7	20	19	1	-8	-4	-10	-3
#39 COc1ccc(Oc2nc3c(C)cccn3c(=O)c2/C=C(\C#N)C(N)=O)cc1
    -8	-0.4	-28	-1	6	-12	-3	-1	-5
#40 CCN(C(=O)c1ccccc1Cl)c1ccccc1
    -1	0.0	10	0	4	-17	2	6	-5
#41 CC1(C)Cc2c(sc(NC(=O)c3ccc(S(=O)(=O)N4CCCC4)cc3)c2C#N)C(C)(C)N1
    12	4.2	-17	-13	2	-3	10	4	-4
#42 CCCCN(Cc1cccs1)S(=O)(=O)c1ccc(-c2ccc(=O)[nH]n2)s1
    4	0.6	9	0	-4	8	2	-16	-3
#43 CCc1nc2ccccc2c(=O)n1NC(=O)c1c(O)c2ccccc2n(CC)c1=O
    11	-0.3	-9	-16	19	-21	12	-15	-3
#44 CCCn1c(O)c(N=NC(=O)CNC(=O)c2ccncc2)c2ccccc21
    5	0.7	-22	-12	2	-14	11	-14	-3
#45 O=C(Nc1nnc(-c2ccncc2)o1)c1cccc(N2C(=O)CCC2=O)c1
    -13	-0.3	-24	-4	3	-9	9	9	0

Single records (already shown). Order of screens: CHO-K1 Ca PAM, M1 ag parental, TAAR1 antagonist, CHRM1 antagonist, TAAR1 agonist, CHO parental Ca, M1 PAM, CHO-K1 Ca antag, CHRM1 agonist
Record of CCN(C(=O)Cn1cnc2ccccc2c1=O)C1CCS(=O)(=O)C1 (stereo not drawn) = -21, -0.5, -15, 1, 3, -2, 13, 13, 7
Record of CC1CC(C)CN(S(=O)(=O)c2ccc3c(c2)oc(=O)n3CC(=O)N(C)Cc2ccccc2)C1 (stereo not drawn) = 0, 0.1, -3, 10, 2, -7, -6, -4, -4

The listing picks up; the 2 compounds before the break are reprinted first.
Every second line gives: CHO-K1 Ca PAM	M1 ag parental	TAAR1 antagonist	CHRM1 antagonist	TAAR1 agonist	CHO parental Ca	M1 PAM	CHO-K1 Ca antag	CHRM1 agonist
#44 CCCn1c(O)c(N=NC(=O)CNC(=O)c2ccncc2)c2ccccc21
    5	0.7	-22	-12	2	-14	11	-14	-3
#45 O=C(Nc1nnc(-c2ccncc2)o1)c1cccc(N2C(=O)CCC2=O)c1
    -13	-0.3	-24	-4	3	-9	9	9	0
#46 CC(C)(C)c1ccccc1NC(=O)Nc1nc(C(N)c2ccccc2Cl)cs1 (stereo not drawn)
    10	0.3	2	-13	44*	/	16	4	3
#47 O=C(CSc1nnc(-c2ccco2)c(-c2ccco2)n1)Nc1ccccc1
    -7	-0.3	-5	-6	4	-1	3	14	-2
#48 O=C(NCCc1c[nH]c2ccccc12)C1CCCN(S(=O)(=O)c2ccccc2)C1 (stereo not drawn)
    7	4.1	2	-20	2	-15	16	1	0
#49 O=C(Nc1ccc(F)cc1)c1ccccc1NC(=O)C1CCCCC1C(=O)O (stereo not drawn)
    24	0.7	-17	-15	3	/	14	-6	-2
#50 O=C(COc1nnnc2ccccc12)N1CCCc2ccccc21
    8	-0.1	4	1	1	-25	2	4	-1
#51 Cc1ccc(-n2c(O)c(/C=N/c3ncn[nH]3)c3ccccc3c2=O)cc1
    -4	0.2	1	3	10	-12	2	2	-2
#52 O=C(Nc1nc(=O)c2ccccc2s1)c1ccc(Cl)cc1
    -5	-0.3	2	2	3	-13	-7	15	-1
#53 CCC(C)NC(=O)CN(c1ccc(OC)cc1)S(=O)(=O)c1ccc(NC(C)=O)cc1 (stereo not drawn)
    -10	0.3	-20	-5	1	-18	5	-9	-1
#54 CCCNC(=O)C1(C)CCN(Cc2ccc(C)c3ccccc23)C1 (stereo not drawn)
    9	0.6	-19	-8	-1	/	1	-12	-7
#55 COc1ccc(Cl)cc1-n1c(=S)sc2c(=O)[nH]c(SCC(=O)NCCC(C)C)nc21
    23	1.3	-5	-12	12	/	12	-10	-5
#56 Cn1c(=O)oc2cc(S(=O)(=O)NCCC(=O)NCCc3ccccc3)ccc21
    13	0.5	-18	5	31	0	13	-4	-4

Screening data (PubChem BioAssay)
